# Screening results: PubChem, National Center for Advancing Translational Sciences (NCATS)
# ERK EGF inh: EGF-driven ERK pathway inhibition. HEK293-V1b, EGF-stimulated phospho-ERK AlphaScreen. Potency, µM (titrated, usually from 11.5 µM), without a hit: top-dose activity change, negative = inhibition, actives largely listed as inhibitors. 130,000 compounds, 0.41% hits; active = well fitted inhibition curve with a large enough effect; inconclusive = small, poorly fitted or top-dose-only effect, or effect the other way;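 also: plate controls were stimulated vehicle wells for no effect and unstimulated vehicle basal for full effect; nearly all actives have a fitted effect of over 55% in size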
#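 After overnight plating in 1% FBS, HEK293-V1b cells received test compound for half an hour, then a 5 min pulse of EGF (25 nM); ERK phosphorylation in lysates was read by bead-based AlphaScreen.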
# The depositor's hits bear a star; ? = inconclusive; & = joins results of further samples; [ ] = dose if it differs, or a comment. Potency is read from the fitted curve at half-maximal effect. Not all compounds are listed; rates above refer to the full screens.
ERK EGF inh,Compound
-7%[57.5 µM],O=C1C(O)CC2c3ccccc3CC3(CCCC3)N12 (stereo unspecified)
-1%,COc1ccc(-c2nc3c(-c4ccccc4)cnn3cc2C)cc1F
-8%,Cc1ccc(-n2c(SC3CCOC3=O)nc3ccccc3c2=O)cc1 (stereo unspecified)
13%[57.5 µM],CCCC(CCC(=O)Nc1ccn(-c2ccccc2)n1)C(=O)O (stereo unspecified)
-11%,Cc1ccnc2ccc(SC(F)(F)F)cc12
?,CCn1c(SCC(=O)Nc2nccs2)nnc1-c1ccco1
4%,Cc1ccc(CN2CCN(C(=O)c3ccncc3)CC2)cc1
4%,O=S(=O)(Nc1nc2ccccc2nc1Nc1ccc(N2CCOCC2)cc1)c1cc(Cl)ccc1Cl
8%,O=C(COc1ccc(Cl)cc1)N1CCCC1
-6%[57.5 µM],O=C(COc1cc(Cl)c(Cl)cc1Cl)Nc1ccc([N+](=O)[O-])cc1Cl
2%,O=C1CCCC(=O)N1c1ccc(Oc2ccc(Cl)cc2)cc1
27%,CN(C)CCCN(C(=O)c1ccc2c(c1)CCCC2)c1nc2c(F)cccc2s1
-3%,N[C@H](C(=O)O)[C@@H]1[C@@H](C(=O)O)C1(F)F
1%[57.5 µM],COc1ccc(-c2cc3ccccc3[nH]2)cc1
-11%,NC1=NC(=O)/C(=C/c2ccccc2OS(=O)(=O)c2ccc3ccccc3c2)S1
13%,COC(=O)[C@@]1(Cc2ccc(F)cc2)[C@H]2c3cc(C(=O)N(C)C)n(Cc4ccc(Cl)c(C(F)(F)F)c4)c3C[C@H]2CN1C(=O)c1ccccc1
0%,COC(C(=O)Nc1ccc(S(=O)(=O)Nc2cccc3ccccc23)cc1)c1ccccc1 (stereo unspecified)
1%,CCOC(=O)C(C(C)C)C(N)Cc1ccc(F)cc1 (stereo unspecified)
-1%,CNC(=S)N/N=C/c1cn(CCOc2ccccc2OC)c2ccccc12
4%[57.5 µM],O=C(/C(=C/c1ccncc1)n1ccnc1)c1ccc(Cl)cc1Cl
-5%[57.5 µM],CC(=O)Nc1ccc(Br)c(Cl)c1
4%[57.5 µM],COC(=O)C1=C(C)NC(C)=C(C(=O)OC(C)C)C1c1cccc2nonc12 (stereo unspecified)
7%,CC(=O)c1cccc(S(=O)(=O)Nc2ccc3nc(C)sc3c2)c1
-3%,COc1ccc(/C=N/NC(=O)C(=O)N2CCCC2)cc1
9%[57.5 µM],Cc1cccc2c1NC1(CCCC1)CC2C (stereo unspecified)
-2%,COc1cccc(NC(=O)C(Sc2nnc3ccccn23)c2ccccc2)c1 (stereo unspecified)
-4%,Cc1sc(NC(=O)c2ccco2)c(C(c2ccc(F)cc2)N2CCN(C)CC2)c1C (stereo unspecified)
-1%,COCc1nnc(NC(=O)c2ccc(NC(C)=O)cc2)s1
6%,O=C(/C=C/c1ccccc1)Nn1c(-c2cccs2)nc2ccccc2c1=O
7%,CC(=O)c1ccc(S(=O)(=O)N2CCCCC2C(=O)O)cc1 (stereo unspecified)

# 3 entries drawn at random from the list so far:
ERK EGF inh,Compound
-6%[57.5 µM],O=C(COc1cc(Cl)c(Cl)cc1Cl)Nc1ccc([N+](=O)[O-])cc1Cl
-1%,COCc1nnc(NC(=O)c2ccc(NC(C)=O)cc2)s1
7%,CC(=O)c1ccc(S(=O)(=O)N2CCCCC2C(=O)O)cc1 (stereo unspecified)

# Further compounds:
ERK EGF inh,Compound
2%,COc1cc(/C=N/NC(=O)/C(=C/c2ccccc2)CCO)ccc1O
?,CCOC(=O)C1(CCCc2ccccc2)CCN(Cc2cn(CC)nc2C)CC1
6%,CC(=O)N1CCN(CC(=O)O)CC1
-3%,O=C1N/C(=N/N=C/c2ccco2)SC1Cc1ccccc1 (stereo unspecified)
-2%,Cc1cc(NC(=O)CSc2nnc(Cc3cccn3C)n2CCc2ccccc2)no1
19%,Cc1cccc(NC(=S)N/N=C/c2ccc3c(c2)OCO3)c1
4%,CC(C)(C)c1ccc(-c2conc2N)cc1
-1%,COc1ccc(/C=C/C(=O)Nc2cc(=O)n(C)c(=O)n2C)cc1
-34%,COC(=O)Nc1nc2ccc(Sc3ccccc3)cc2[nH]1
2%,CCc1ccc(S(=O)(=O)NC(=S)Nc2ccccc2)cc1
0%,Cc1ccc(S(=O)(=O)N(C)C)cc1NC(=O)COC(=O)C1COc2ccccc2O1 (stereo unspecified)
?,C[C@H](NC(=O)c1[nH]cnc1C(=O)Nc1ccc(Cl)cc1)C(=O)OC(C)(C)C
-2%[57.5 µM],CCCN1CNC(=S)N(c2cccc(C)c2)C1
6%,NC(=O)C1(N2CCCCC2)CCN(C(=S)NC2CCCC2)CC1
-10%,O=C(c1ccc(-c2ccc(Cl)cc2Cl)o1)N1CCOCC1
-1%[57.5 µM],O=C(NN1CC(=O)N(c2cc(Cl)cc(Cl)c2)CC1=O)c1sccc1Cl
-5%[57.5 µM],COc1ccc(NC(=O)c2ccccn2)cc1S(=O)(=O)N1CCOCC1
-1%[57.5 µM],O=C1C2C3C=CC(C3)C2C(=O)N1Nc1ccccc1 (stereo unspecified)
-2%,N#C/C(=C\c1ccc(N2CCCCC2)o1)C(=O)Nc1cccc(Br)c1
-5%,COc1ccc(/C=N/NC(=O)CNC(=O)c2ccc(S(=O)(=O)N3CCOCC3)cc2)c(OC)c1
-14%,COc1ccc(CNc2nc(-c3cccnc3)nn2C(C)=O)cc1
8%,COc1cc(-c2nc(-c3cccc(C)c3)no2)cc(OC)c1OC
4%,c1cncc(C(c2nnnn2C2CCCCC2)N2CCCCC2)c1 (stereo unspecified)
-2%[57.5 µM],Fc1cc2[nH]cnc2cc1Cl
3%,CCn1nc(C)c(/C=C/C(=O)Nc2ccc(C)cc2C)c1C
7%,C/C(CC(=O)NC1CCCC1)=N\NC(=O)Cc1csc(N)n1
-2%,CCN(CC)S(=O)(=O)c1ccc(/C=C/C(=O)Nc2c(C)n(C)n(-c3ccccc3)c2=O)cc1
0%[57.5 µM],Cc1cc(N2C(=O)[C@@H]3[C@H](C2=O)[C@@H]2C[C@H]3C(Br)C2Br)no1 (stereo partly specified)
-3%,COc1ccc(CNC(=O)CCCCCNc2nc(=S)[nH]c3ccccc23)cc1
-16%&-2%,COc1ccc2c(c1)C(=O)[C@@H](O)[C@H](c1ccc(OC)c(Br)c1)O2
-9%,Cc1ccc(-n2ncc3c(=O)n(CC(=O)NCc4ccco4)cnc32)cc1
5%,N[C@@](C(=O)O)(c1ccc(P(=O)(O)O)cc1)C1CC1
2%,COc1ccccc1NS(=O)(=O)c1cc(NC(C)=O)ccc1N1CCCCC1
0%,CCn1c(CSCc2c(Cl)cccc2Cl)n[nH]c1=S
2%,CC(=O)Nc1ccccc1C(=O)N1CCN(Cc2ccccc2)CC1
?,CCCCCCCCCCCCCCCCCC(=O)OC(CC(=O)O)C[N+](C)(C)C (stereo unspecified)
8%[57.5 µM],O=c1nc(N/N=C/c2c[nH]c3ccccc23)cn[nH]1
1%,Cc1ccc(NC(=O)c2noc(C(C)C)c2[N+](=O)[O-])cc1
2%,COc1ccc(NC(=S)Nc2ncccc2C)cc1OC
-1%[57.5 µM],O=S(=O)(c1ccc(-c2ccon2)s1)N1CCOCC1
-3%,CCn1c(C)nc2cc(S(=O)(=O)Nc3ccc(C)cc3)ccc21
5%,N#C/C(=C\c1cccs1)c1nc2ccccc2[nH]1
?,Cc1ccc2c(c1)C1CN(C)CCC1N2Sc1ccccc1[N+](=O)[O-] (stereo unspecified)
2%[57.5 µM],Cc1ccc(-c2nn(C)c(=O)c3ccccc23)cc1CN1CCCCC1
7%[57.5 µM],O=C(CSCc1ccc(C(=O)O)cc1)Nc1ccc2ccccc2c1

# Four entries already listed, sorted by length of the SMILES, ascending.
ERK EGF inh,Compound
2%,COc1ccc(NC(=S)Nc2ncccc2C)cc1OC
-1%[57.5 µM],O=S(=O)(c1ccc(-c2ccon2)s1)N1CCOCC1
-3%,CCn1c(C)nc2cc(S(=O)(=O)Nc3ccc(C)cc3)ccc21
2%,COc1ccccc1NS(=O)(=O)c1cc(NC(C)=O)ccc1N1CCCCC1

# The listing continues:
ERK EGF inh,Compound
0%,CCCCN(Cc1ccccc1)c1ncnc2nc[nH]c12
-4%,COc1ccc(S(=O)(=O)N2CCN(CCC(=O)Nc3ccc(F)cc3)CC2)cc1
4%,CCOC(=O)N1CCC(=NNC(=O)c2ccc(O)cc2)CC1
2%,Cc1ccc(NC(=O)Cc2cn(C)c3ccccc23)cc1F
6%,Nc1nc(-c2ccccc2)c(N=Nc2cccnc2)s1
4%[57.5 µM],COc1ccc(CCNC(=S)NC(=O)c2cc(OC)c(OC)c(OC)c2)cc1OC
-7%,Cc1cccc(OCc2nnc(SCC(=O)Nc3ccc(C)c(C)c3)o2)c1
-4%,C=CCOC(=O)N[C@@H](c1cccs1)C(C(C)=O)C(C)=O
-5%[57.5 µM],COc1ccc(-c2cc3nc(C)n(N)c(=O)c3s2)cc1
8%,COCCN1C(=O)/C(=C/c2ccc(Oc3ccc([N+](=O)[O-])cn3)c(OC)c2)SC1=Nc1ccccc1
1%,Cc1ccc(/C=C2/NC(=O)N(Cc3ccc(Br)cc3)C2=O)o1
1%,C=CCn1c(SCC(=O)Nc2nc(C)cs2)nnc1C(C)NC(=O)c1ccccc1Cl (stereo unspecified)
10%[57.5 µM],CCCC1C(=O)N(Cc2ccccc2)C(=O)CC1C (stereo unspecified)
-3%[57.5 µM],CC1=CC(C)(C)N=C(Nc2nc(C)c3cc(C)cc(C)c3n2)N1
-8%[57.5 µM],CN1CCN(CC#CCC(O)(c2ccccc2)c2ccccc2)CC1

# Single values from above:
# O=C1N/C(=N/N=C/c2ccco2)SC1Cc1ccccc1 (stereo unspecified) – ERK EGF inh = -3%
# COc1cc(-c2nc(-c3cccc(C)c3)no2)cc(OC)c1OC – ERK EGF inh = 8%
# CCn1c(CSCc2c(Cl)cccc2Cl)n[nH]c1=S – ERK EGF inh = 0%

# Some of these compounds in order of the ERK EGF inh value, largest number first:
SMILES,ERK EGF inh
Nc1nc(-c2ccccc2)c(N=Nc2cccnc2)s1,6%
CCOC(=O)N1CCC(=NNC(=O)c2ccc(O)cc2)CC1,4%
Cc1ccc(NC(=O)Cc2cn(C)c3ccccc23)cc1F,2%
COc1ccc(S(=O)(=O)N2CCN(CCC(=O)Nc3ccc(F)cc3)CC2)cc1,-4%

# Later entries:
ERK EGF inh,Compound
-1%,NNC(=O)c1ccc(COc2cccc3ccccc23)cc1
-9%[57.5 µM],CCO[C@@H]1OC(C(=O)N2CCN(Cc3ccc4c(c3)OCO4)CC2)=C[C@H](C2CCCCC2)[C@H]1CCCO
-3%[57.5 µM],Cn1ccc(CC(=O)N2CCC(N3CCC(C(=O)N4CCCC4)CC3)CC2)c1
3%,Cc1ccc(S(=O)(=O)Oc2ccc(C3C4=C(CCCC4=O)N(CCC(=O)O)C4=C3C(=O)CCC4)cc2Cl)cc1
6%,CC(=O)NS(=O)(=O)c1ccc(NC(=S)NC(=O)COc2ccccc2C)cc1
-6%[57.5 µM],C#CCOCCOCCOCCNc1nc(N2CCN(C(=O)[C@H](Cc3ccc(O)cc3)n3cc([C@@H](N)C(C)CC)nn3)CC2)nc(N2CCN(C(=O)[C@H](Cc3cc4ccccc4[nH]3)n3cc([C@@H](N)CC(C)C)nn3)CC2)n1 (stereo partly specified)
7%,O=C1C(c2ccnc3ccccc23)=C(O)c2ccccc21
10%,COc1ccc(C(=O)NC2(C(F)(F)F)NC(=O)N(CCCc3ccccc3)C2=O)cc1OC (stereo unspecified)
-5%,COc1ccc(C(=O)N2CCn3c(C)ccc3C2C)cc1 (stereo unspecified)
3%,Cn1c(SCC(=O)C(C)(C)C)nnc1-c1ccc(F)cc1
-2%,COc1ccc(Nc2nnc(SCc3cn4c(C)cccc4n3)s2)cc1
7%,CCN(CC)c1ccc(NC(=O)c2ccc(=O)[nH]c2)cc1S(=O)(=O)Nc1ccccc1OC
-5%[57.5 µM],CC(/C=C1\SC(=S)N(CC(=O)O)C1=O)=C\c1ccccc1
6%,COc1nc(Cl)cn(-c2ccc(Cl)cc2)c1=O
11%,Cc1nn(C)c(C)c1S(=O)(=O)N(CC(=O)Nc1ccccn1)c1ccc(C(C)C)cc1
12%,O=C(CSc1ccc2nnc(-c3ccc(F)cc3)n2n1)N1CCCc2ccccc21
?,CC1(C)Cc2c(C#N)c(N3CCOCC3)nc(-c3ccccc3)c2CO1
-5%[57.5 µM],CC1(c2ccc(Cl)cc2)NC(=S)N2C1NC(=S)N2c1ccccc1 (stereo unspecified)
-3%[57.5 µM],COc1ccc(NC(=O)Cn2nnc(C(=O)NCc3ccccc3)c2N)c(OC)c1
4%[57.5 µM],COC(=O)C(C(=O)OC)C(c1ccccc1)C(C(=O)c1ccccc1)[N+](=O)[O-] (stereo unspecified)
-1%,COc1ccc(-c2nc(NC(=O)C3=NN(c4cccc(C)c4)C(=O)CC3)sc2C)cc1
6%,Cc1ccc(OCCN2C(=O)S/C(=C\c3ccc(C)o3)C2=O)cc1
4%,O=C(CCC1CCCN(C(=O)c2ccco2)C1)NCc1ccccc1F (stereo unspecified)
-2%,Cc1cc(N/N=C/c2ccco2)c2ccccc2n1
-3%,Cc1ccc(C(=O)CC(=O)COc2ccc(Cl)cc2C)cc1
-4%,COc1ccc(C2CC(c3ccc(Cl)cc3)Nc3nc(NC(=O)c4ccco4)nn32)cc1 (stereo unspecified)
0%[57.5 µM],O=C(NCCO)c1ccc(Cl)c(Cl)c1
5%,O=C(CSc1nc2sc3c(c2c(=O)n1-c1ccccc1)CCCC3)NCc1ccco1
13µM*,COc1cccc(/C=N/Nc2ncnc3c2ncn3Cc2ccccc2)c1O
-1%[57.5 µM],COCC(=O)N(Cc1nc2sc(C)c(C)c2c(=O)[nH]1)C1CCCCC1
-1%,C=CCc1cc(/C=C2/NC(=O)NC2=O)cc(OCC)c1O
-2%,CCC(CC)N1CCN(CC2CC=CCC2)CC1 (stereo unspecified)
16%,CCCC(C(=O)OCCN(CC)CC)(c1ccccc1)c1ccccc1
5%[57.5 µM],NC(=O)/C(=C/c1cccnc1)NC(=O)c1ccccc1
6%,Cc1nc2ccccc2n1CC(=O)N/N=C/c1cccs1
